# PfHsp90 yeast 2: inhibits growth of yeast expressing Plasmodium falciparum Hsp90. S. cerevisiae expressing PfHsp90, BacTiter-Glo ATP, 48 h; yeast lacking PDR1 and PDR3 efflux regulators. inhibition, % at 9.4 µM. 310,000 tested, 0.32% active. AID 504621;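 active means every replicate shows inhibition above about 80%, whatever the replicate mean, limit read from the data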;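 further: 0% = DMSO neutral controls and 100% = 20 µM radicicol positive controls; yeast relying on Plasmodium falciparum Hsp90 in place of its own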
# MITF TRPM1 HTS: increases MITF-driven TRPM1 promoter luciferase signal; SK-MEL-5 TRPM1-promoter luciferase, 24 h; % of positive control, neutral wells = 0; activation, % at 12.5 µM; 300,000 tested, 0.75% active; AID 588334;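 active means mean activation of at least 80% with every replicate also reaching 80%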;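 further: 0% = neutral control wells and 100% = parthenolide positive control wells; values of inactives mirror those of a sister screen read the other way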
# CAL PDZ FP-1: blocks peptide binding to the human CAL PDZ domain; purified CAL PDZ, TMR-peptide fluorescence polarization, 1 h; AID 602252; inhibition, % at 24.9 µM; 300,000 tested, 0.92% active; Q9HD26;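 active means mean inhibition of at least 30% with at least half of replicates also reaching 30%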;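 further: 0% = DMSO neutral control and 100% = excess unlabeled competitor peptide PRC23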
# dFosB activator: enhances mouse delta FosB homodimer DNA binding; 340,000 tested, 0.99% active; purified delta FosB, TAMRA-CDK5 oligo fluorescence polarization; percent of positive-control signal above neutral wells; activation, % at 25 µM; P13346;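 active means mean activation above about 17%, with every replicate also reaching it, limit read from the data, passing the limit was not always enough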;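 further: fluorescence polarization rise as delta FosB binds a TAMRA Cdk5 AP-1 oligo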
# SR-BI HDL uptake: mouse SR-BI HDL lipid transfer inhibition. 320,000 tested, 0.96% active. ldlA[mSR-BI] CHO cells, DiI-HDL uptake fluorescence, 3 h. inhibition, % at 12.5 µM. Q61009;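 active means mean replicate inhibition of at least 70% and a set share of replicates each scoring 70 or more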;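 further: 0% = median of neutral control wells and 100% = median of positive control wells; values of inactives mirror those of a sister screen read the other way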
# Rtt109 Vps75: inhibitors of Candida albicans Rtt109/Vps75 histone acetyltransferase; Q5AAJ8; purified Rtt109/Vps75, ThioGlo CoA-SH fluorescence, 4 h; AID 540336; inhibition, % at 34.9 µM; 330,000 tested, 0.16% active;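 active means inhibition of at least 50% in every replicate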
# PvdQ inh: P. aeruginosa PvdQ acylase inhibition | inhibition, % at 10 µM | 340,000 tested, 0.063% active | AID 488965 | purified PvdQ acylase, fluorescence plate reader; in the data active means inhibition above about 30%, passing the limit was not always enough;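 further: 0% = vehicle neutral wells and 100% = reference inhibitor wells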
# SR-BI uptake up: SR-BI HDL lipid transfer activation | CHO ldlA[mSR-BI] cells, DiI-HDL uptake fluorescence, 3 h; 100 = double the neutral-control signal | activation, % at 12.5 µM | 320,000 tested, 0.096% active;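 active means mean replicate activation of at least 60% and every replicate at or above 60%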;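 further: 0% = median plate neutral-control signal and 100% = twice that signal; values of inactives mirror those of a sister screen read the other way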
#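 System: CHO ldlA[mSR-BI] cells / Medium: HEPES-buffered (25 mM, pH 7.4) F12 plus 0.5% BSA / Probe or stimulus: labelled HDL, 10 µg/mL / Doses: single compound concentration, delivered by pin transfer / Schedule: 3 h, 37 °C / Measured by: DiI fluorescence, bottom read / Measure: cell-associated DiI fluorescence as measure of HDL uptake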
# NSD2 HMT inh: inhibitors of human histone methyltransferase NSD2; 310,000 tested, 0.54% active; inhibition, % at 12.5 µM; O96028; NSD2 peptide methylation, AlphaScreen, 120 min; in the data active means inhibition above about 50%
# Target sequence (O96028 whole entry, looked up): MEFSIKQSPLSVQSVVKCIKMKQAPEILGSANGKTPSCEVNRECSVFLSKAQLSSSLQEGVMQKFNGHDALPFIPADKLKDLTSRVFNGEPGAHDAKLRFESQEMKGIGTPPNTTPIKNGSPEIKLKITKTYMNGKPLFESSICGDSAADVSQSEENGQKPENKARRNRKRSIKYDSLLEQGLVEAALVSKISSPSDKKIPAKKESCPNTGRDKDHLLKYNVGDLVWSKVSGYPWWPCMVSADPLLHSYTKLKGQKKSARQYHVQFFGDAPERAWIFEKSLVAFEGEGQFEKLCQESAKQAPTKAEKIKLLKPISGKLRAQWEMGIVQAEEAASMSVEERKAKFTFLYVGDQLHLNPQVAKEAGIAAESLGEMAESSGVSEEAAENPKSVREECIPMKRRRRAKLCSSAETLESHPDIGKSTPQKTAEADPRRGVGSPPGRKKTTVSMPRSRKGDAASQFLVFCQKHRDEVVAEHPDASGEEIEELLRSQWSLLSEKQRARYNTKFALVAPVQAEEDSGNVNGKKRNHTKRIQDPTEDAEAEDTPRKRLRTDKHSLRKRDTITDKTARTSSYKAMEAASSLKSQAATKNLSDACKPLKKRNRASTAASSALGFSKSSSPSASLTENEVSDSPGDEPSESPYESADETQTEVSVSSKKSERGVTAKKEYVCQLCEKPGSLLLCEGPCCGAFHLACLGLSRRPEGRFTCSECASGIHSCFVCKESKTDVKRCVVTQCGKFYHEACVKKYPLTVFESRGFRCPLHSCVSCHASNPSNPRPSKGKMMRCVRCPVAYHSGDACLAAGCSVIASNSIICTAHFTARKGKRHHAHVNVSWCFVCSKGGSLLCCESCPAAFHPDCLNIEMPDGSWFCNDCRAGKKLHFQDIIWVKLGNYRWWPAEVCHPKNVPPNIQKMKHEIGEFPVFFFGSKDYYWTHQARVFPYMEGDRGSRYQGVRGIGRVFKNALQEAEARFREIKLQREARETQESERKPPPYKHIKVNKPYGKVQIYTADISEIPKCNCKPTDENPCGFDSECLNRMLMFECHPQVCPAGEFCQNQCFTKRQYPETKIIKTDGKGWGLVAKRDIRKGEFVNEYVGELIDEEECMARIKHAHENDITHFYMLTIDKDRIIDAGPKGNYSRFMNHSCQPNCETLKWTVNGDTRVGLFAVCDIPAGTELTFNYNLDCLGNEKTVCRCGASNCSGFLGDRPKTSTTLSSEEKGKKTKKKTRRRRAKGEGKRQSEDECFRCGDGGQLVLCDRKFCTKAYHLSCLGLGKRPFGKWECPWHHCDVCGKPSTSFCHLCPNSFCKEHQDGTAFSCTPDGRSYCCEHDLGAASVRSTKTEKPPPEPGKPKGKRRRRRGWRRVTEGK
# CAL PDZ FP-2: inhibitors of human CAL PDZ peptide binding; AID 504414; Q9HD26; purified CAL PDZ, TMR-peptide fluorescence polarization, 1 h; inhibition, % at 20 µM; 330,000 tested, 0.02% active;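 active means highest replicate inhibition of at least 40%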;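 further: plate controls were DMSO neutral control wells for no effect and unlabeled competitor peptide control wells for full effect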
#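 System: tagged CAL PDZ domain. Schedule: 1 h room-temperature incubation prior to read. Signal: fluorescence polarization (mP). Measure: percent inhibition from loss of millipolarization.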
# An asterisk follows results filed as active; x = not tested or not shown. No enrichment for hits. About 4.3% of those tested had a hit in this group.
SMILES,PfHsp90 yeast 2,MITF TRPM1 HTS,CAL PDZ FP-1,dFosB activator,SR-BI HDL uptake,Rtt109 Vps75,PvdQ inh,SR-BI uptake up,NSD2 HMT inh,CAL PDZ FP-2
CCOC(=O)c1c(O)c2ccccc2n(CC)c1=O,1,-3,-2,3,0,-8,-14,0,2,-12
Cc1ccc(S(=O)(=O)N2CCN(C(=O)c3ccco3)CC2)cc1,-3,x,-2,-5,-8,5,-13,8,3,-0.4
N#Cc1ccc(-c2ccc(F)cc2)nc1Sc1ccccc1,x,x,0,6,32,x,-11,-32,-1,-1.2
CCN(CC)C(=O)Cn1cc(S(=O)(=O)CC(=O)Nc2ccccc2C)c2ccccc21,-19,5,1,-12,-2,2,-15,2,0,-3.1
O=C(c1ccc(Cl)c(Cl)c1)c1cc(-c2ccccn2)c(N2CCOCC2)s1,10,-14,-2,1,41,-5,1,-41,-9,-0.6
CCC(=O)/C=C1\Sc2ccccc2N1CC,6,-4,0,6,-1,1,-4,1,-2,-2.5
O=C(COc1ccc(Cl)cc1)Nc1ccc(N2CCN(C(=O)c3ccco3)CC2)cc1,0,-21,-1,-1,41,4,15,-41,-1,-0.3
Cc1cccc(S(=O)(=O)Nc2ccc(C)c3c2OC(C)(C)C3)c1,19,2,-2,-17,32,6,-9,-32,17,x
Cc1sc2nc(CN3CCCC3)nc(N3CCC(C(N)=O)CC3)c2c1C,-3,4,6,0,-13,4,5,13,1,1.5
Cn1c(=O)c2c(SCC(=O)NCc3ccco3)nc(CC(C)(C)C)nc2n(C)c1=O,0,x,x,-12,49,4,-7,-49,x,-8.2
O=C(CN(Cc1cccs1)C(=O)CCC(=O)Nc1nccs1)NCc1ccccc1,-35,2,-2,-7,-24,-12,-9,24,5,-1.1
Cc1cccc(NC(=S)NNC(=O)COc2ccc(Cl)cc2Cl)c1,-22,6,-3,-6,0,5,-11,0,-2,-3.6
Cc1ccc(C(=O)NCC(=O)Nc2ccncc2)cc1,0,-1,-3,1,-18,-12,-11,18,-2,-2.9
CN1CCCC(OC(=O)c2cccc(Cl)c2)C1 (stereo unspecified),18,x,-3,4,-10,-22,-13,10,1,1.3
O=C(NCCc1c[nH]c2ccccc12)C(=O)NCC1OCCN1S(=O)(=O)c1ccc(F)cc1 (stereo unspecified),-27,x,x,-11,3,10,-2,-3,x,-0.8

# Three entries from above, arranged by the number in PvdQ inh, high to low.
SMILES,PfHsp90 yeast 2,MITF TRPM1 HTS,CAL PDZ FP-1,dFosB activator,SR-BI HDL uptake,Rtt109 Vps75,PvdQ inh,SR-BI uptake up,NSD2 HMT inh,CAL PDZ FP-2
Cc1sc2nc(CN3CCCC3)nc(N3CCC(C(N)=O)CC3)c2c1C,-3,4,6,0,-13,4,5,13,1,1.5
Cc1cccc(S(=O)(=O)Nc2ccc(C)c3c2OC(C)(C)C3)c1,19,2,-2,-17,32,6,-9,-32,17,x
CCN(CC)C(=O)Cn1cc(S(=O)(=O)CC(=O)Nc2ccccc2C)c2ccccc21,-19,5,1,-12,-2,2,-15,2,0,-3.1

# (list continues)
SMILES,PfHsp90 yeast 2,MITF TRPM1 HTS,CAL PDZ FP-1,dFosB activator,SR-BI HDL uptake,Rtt109 Vps75,PvdQ inh,SR-BI uptake up,NSD2 HMT inh,CAL PDZ FP-2
O=C(NC1CC1)c1ccc(NC(=O)C2CCCCC2)cc1,8,11,-6,-4,-3,18,-25,3,x,-1.2
O=C(NCCCn1ccnc1)C(=O)NCC1OCCN1S(=O)(=O)c1ccccc1 (stereo unspecified),-23,1,2,-1,-15,7,-1,15,-3,-3.4
O=C(CCc1nc2ccccc2c(=O)[nH]1)N1CCN(c2ccccc2Cl)CC1,16,-13,x,-15,-32,0,-7,32,0,-1.5
CCOC(=O)C1CCN(C(=O)c2ccccc2N(C)S(=O)(=O)c2ccccc2)CC1,9,3,-1,2,-17,3,4,17,0,-1.2
CN(CC(=O)Nc1ccccc1C(F)(F)F)C(=O)CSc1nc(N)cc(N)n1,45,-12,7,-9,-18,6,-10,18,0,-0.1
O=C(CSc1nc2ccccc2s1)Nc1ccc(C(=O)O)cc1,-6,-5,-5,3,-10,10,-2,10,3,-0.9
O=C(COc1ccccc1O)c1cccs1,-3,29,-3,7,-5,-4,-11,5,0,-1.2
Cc1ccc(NC(=O)CSc2nnc(CCC(=O)O)c(=O)[nH]2)cc1,16,8,6,-4,x,-2,-16,x,-1,-2.3
CCCCNc1oc(-c2cccs2)nc1S(=O)(=O)c1ccccc1,1,-2,-4,-4,10,-7,-3,-10,-1,0.5
Cn1c(N)c(C(=O)CSc2nnc(C3CC3)n2-c2ccccc2)c(=O)n(C)c1=O,-11,10,3,-6,-17,1,-1,17,18,-0.6
CC1=CC(=O)C=C(C)C1=NOS(=O)(=O)c1ccccc1,106*,-29,-1,-1,112*,8,-12,-112,3,x
Cc1noc(C)c1COC(=O)c1ccc(-c2nc3ccccc3s2)s1,-4,62,-2,-17,59,-8,0,-59,-2,-1.2
COc1ccc(C(C(=O)NC2CCCCC2)N(C(=O)Cc2c[nH]c3ccccc23)c2ccccc2C)cc1OC (stereo unspecified),5,4,-3,-14,-11,-10,-4,11,1,-5.7
COc1ccccc1-c1cn(S(=O)(=O)c2ccc(F)cc2)nc1N,-20,-19,-5,-6,22,-2,14,-22,-1,-0.7
C=CCN1C(=O)c2ccc(C(=O)N3CCC(C(=O)OCC)CC3)cc2C1=O,x,10,-2,0,3,-15,-11,-3,2,-2.4
O=c1oc2cc(O)ccc2cc1-c1ccc(F)cc1,26,x,-1,-9,17,14,-34,-17,-2,-0.6
O=C(CSc1nnnn1-c1ccccc1)N1CCc2ccccc2C1,x,0,x,-5,x,-3,-10,x,-1,-1.5
CCC1ON(C(C)C)C2c3nc4ccccc4n3CC12 (stereo unspecified),x,-9,-1,-2,-1,6,-20,1,x,-1.9
Cc1cccc(C(=O)NNS(=O)(=O)c2ccc(F)cc2)c1O,-4,x,-1,2,13,16,11,-13,0,-0.7
O=C(/C=C/c1ccc(Cl)cc1Cl)NC(=S)Nc1ccccn1,-26,76,1,-8,26,-18,-8,-26,0,-0.3
O=C1CCC(=O)N1c1ccc(NCCc2ccccc2F)c([N+](=O)[O-])c1,-18,14,-1,6,-10,0,13,10,5,0.1
COc1cc2c(C(=O)NCCCN3CC(C)CC(C)C3)cn(CC(C)C)c(=O)c2cc1OC (stereo unspecified),x,x,-2,-7,-7,-4,-11,7,7,-3.1
Cc1cc(NC(=O)c2cc3n(n2)C(C(F)(F)F)CC(c2ccco2)N3)n(-c2ccccc2)n1 (stereo unspecified),-83,-2,-13,-10,34,0,-13,-34,-2,-4.5
CCOC(=O)C1=C(C)NC(=O)NC1c1ccc(OCC(N)=O)cc1 (stereo unspecified),-15,10,-6,-9,-12,2,-9,12,x,-3.6
COc1ccc(-c2nnc(NC(=O)c3ccc(S(=O)(=O)N(C)CC4CCCO4)cc3)o2)c(OC)c1 (stereo unspecified),x,4,0,-6,2,-13,-10,-2,-2,-4.6
C=CCn1c(CSc2nc3ccccc3s2)nnc1SCC(=O)NCCN1CCOCC1,x,x,0,-1,10,x,-6,-10,0,-1.9
COc1ccc(OC)c(S(=O)(=O)N2CCN3CCCC3C2)c1 (stereo unspecified),11,x,x,-5,x,-7,-13,x,0,-0.4
O=C(O)CSc1nc(-c2ccccc2)nc2c1CCCC2,0,1,8,-1,14,-4,-11,-14,-2,-0.2
CC(C)(C)NC(=O)CCCSc1nc2ccccc2s1,-8,54,-2,3,6,-2,-12,-6,-4,-0.1
CC(Sc1nnnn1C1CC1)C(=O)N1CC(=O)Nc2ccccc21 (stereo unspecified),5,x,-5,-7,-14,2,-18,14,-2,1.0
COC(=O)c1cn(-c2ccccc2)nc1-c1ccccc1,7,23,-2,-15,21,-2,-23,-21,3,-0.5
Cc1ccc(/C(N)=N/OC(=O)Oc2ccccc2)cc1,3,7,2,-6,-9,-3,-10,9,17,-1.4
O=C(N/N=C/C=C/c1ccccc1)c1ccccc1Br,5,25,-1,-2,-11,9,10,11,2,-1.1
COc1ccc(C(=O)CSc2nnc(CC(=O)Nc3ccccc3OC)n2C)cc1,x,-10,-5,-2,58,0,-2,-58,1,-0.4
CC(C)(C)c1ccc(OCC(=O)N2CCN(c3ncccn3)CC2)cc1,-10,-10,1,-5,2,14,3,-2,0,-0.2
CCCCC(=O)Nc1ccc2c(c1)nc(CCN1CCN(C)CC1)n2C,4,-3,-2,-6,-12,-8,-9,12,0,0.4
COc1ccc(N2CCN(C(c3cc(OC)ccc3OC)c3nnnn3Cc3ccco3)CC2)cc1 (stereo unspecified),9,-3,-4,-7,-13,1,-6,13,11,x
O=C(CSc1ccc2nnc(-c3ccc(F)cc3)n2n1)NCC1CCCO1 (stereo unspecified),46,-7,1,-10,-34,9,15,34,x,-1.1
Cc1nc2ccc(NC(=O)C3CCCCC3)cc2s1,-5,36,-6,-7,-14,-6,10,14,-2,1.0
CCn1c(SCC(=O)NC2=NCCS2)nnc1C(C)NC(=O)c1ccccc1Br (stereo unspecified),3,-4,1,2,3,-1,-8,-3,1,-0.1
COC(=O)c1ccc(OC(=O)C23CCC(C)(C(=O)O2)C3(C)C)cc1 (stereo unspecified),21,-2,-2,-7,x,4,-14,x,-3,-0.5
Cc1ccccc1C(=O)NNC(=O)C(=O)Nc1cccc(Cl)c1C,x,27,x,1,-36,-4,-1,36,3,-1.8
COc1ccc(C(=O)/C=C/Nc2ccc(S(=O)(=O)Nc3cc(OC)nc(OC)n3)cc2)c(OC)c1,-7,-17,-8,-7,-2,6,8,2,1,-2.3
O=C(CCCSCCCC(=O)NN=Cc1ccccc1)NN=Cc1ccccc1,1,4,-3,-4,33,1,-13,-33,0,0.0
CC(C)(C)C1CCc2[nH]nc(C(=O)O)c2C1 (stereo unspecified),-7,0,-4,-3,-7,4,-17,7,1,x
Cc1nc2sc3c(c2c(=O)[nH]1)CCC3,x,x,2,2,-9,-10,-12,9,-1,-0.9
CCc1nc2nc(C)c(NS(=O)(=O)c3ccc(C)c(C)c3)c(=O)n2[nH]1,-10,1,-1,-3,x,0,4,x,-2,-3.5
COc1cc(O)c2c(=O)c3c(O)c(O)ccc3oc2c1OC,-7,3,-1,-1,10,-4,-10,-10,x,0.5
Cc1cc(C)c2oc(C(=O)N(Cc3cccs3)C3CCS(=O)(=O)C3)cc(=O)c2c1 (stereo unspecified),-6,3,-10,-10,-14,3,-20,14,15,-1.7

# High-throughput results deposited in PubChem by Broad Institute.
